TbREL1 primary: TbREL1 inhibition, primary screen | P86926 | TbREL1 RNA ligation, FRET fluorescence | inhibition, % at 9.66 µM | hit rate 0.49% among 89,000 | AID 1117264;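 active = inhibition above the mean inhibition across all screened compounds plus 3 SD, cut at about 11% in these data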;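 also: 0% = plate median of test wells and 100% = NSC42067 control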
Target sequence (P86926 whole entry, looked up): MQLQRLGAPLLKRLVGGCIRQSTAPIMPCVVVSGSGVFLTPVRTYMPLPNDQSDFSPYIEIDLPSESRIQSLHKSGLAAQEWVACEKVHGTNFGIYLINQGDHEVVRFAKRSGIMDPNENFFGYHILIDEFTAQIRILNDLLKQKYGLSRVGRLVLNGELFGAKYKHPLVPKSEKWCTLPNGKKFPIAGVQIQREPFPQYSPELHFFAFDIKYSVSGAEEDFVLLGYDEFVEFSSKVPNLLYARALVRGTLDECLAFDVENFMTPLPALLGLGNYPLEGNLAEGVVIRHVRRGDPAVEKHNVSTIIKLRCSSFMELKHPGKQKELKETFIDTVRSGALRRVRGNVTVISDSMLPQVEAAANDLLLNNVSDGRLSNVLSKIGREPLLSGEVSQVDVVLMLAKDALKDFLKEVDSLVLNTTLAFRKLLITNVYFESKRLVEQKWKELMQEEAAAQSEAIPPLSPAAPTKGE
An asterisk follows results filed as active. This is a subset; count on the stated rates, not on these rows.

For CCCCC(=O)NC(=S)Nc1cc(C(=O)O)ccc1OC the results were TbREL1 primary 0.7.
For CCC(CC)c1nnc(NC(=O)/C=C/c2ccco2)s1 the results were TbREL1 primary -0.9.
Nc1ccn([C@@H]2O[C@H](C(=O)N[C@H](Cc3ccccc3)C(=O)NCc3cccc4c3OCO4)[C@@H](O)[C@H]2O)c(=O)n1 was read as TbREL1 primary -0.7.
Screening CC(CNS(=O)(=O)c1ccccc1)Sc1ncccn1 (configuration not stated) returned TbREL1 primary -4.0.
Screening Cc1cccc(N2CCN(C(=S)NC3CCCCC3)CC2)c1C returned TbREL1 primary -6.3.
CC(C)c1ccc(NC(=S)Nc2ccc3[nH]c(=O)[nH]c3c2)cc1 was read as TbREL1 primary 8.6.
Screening O=C(N/N=C/c1cc([N+](=O)[O-])ccc1O)c1cccc(NC(=O)c2cccc(Cl)c2)c1 returned TbREL1 primary 0.9.
Screening CCOC(=O)c1cccc(NC(=O)c2ccc(NC(=O)c3ccco3)cc2)c1 returned TbREL1 primary -2.5.
Screening Cc1ccc(NC(=O)NNC(=O)C2CC(c3cccs3)=NO2)cc1 (configuration not stated) returned TbREL1 primary 2.6.
For O=C(CCc1ccccc1)NCCC1=CCCCC1 the results were TbREL1 primary -0.7.
`CCCCc1nnc(NC(=O)C2CC(=O)N(c3ccc(C)cc3)C2)s1` (configuration not stated) gave TbREL1 primary -1.4.
Screening N=c1oc2ccccc2cc1C(=O)N/N=C/c1ccccc1 returned TbREL1 primary -0.1.
CCC(C)SCc1nc2ccccc2[nH]1 (configuration not stated) was read as TbREL1 primary -0.1.
C[C@@H]1CN([C@@H](C)CO)C(=O)CCCn2nncc2CO[C@@H]1CN(C)C(=O)c1ccccc1 was read as TbREL1 primary -0.4.
CC(=O)NC(c1cccc(F)c1)c1nc(-c2ccccc2C)cs1 (configuration not stated) was read as TbREL1 primary -1.5.
Screening Cc1sc(NC(=O)/C=C/c2ccco2)c(C(=O)O)c1C returned TbREL1 primary -0.9.
`Cc1nc(SCc2ccc(C(=O)O)cc2)nc2c1CCCC2` gave TbREL1 primary -2.0.
N#Cc1c(-c2ccccc2)ccn(Cc2ccccc2Cl)c1=O was read as TbREL1 primary -0.1.
`Cc1cc(C(=O)Nc2cccc3c2O[C@H](CN(C)CC2CC2)[C@@H](C)CN([C@H](C)CO)C3=O)n(C)n1` gave TbREL1 primary -1.9.
COc1ccc(NC(=O)CSc2nnc(-c3cccc(O)c3)o2)cc1 was read as TbREL1 primary 3.6.
Cc1cc2n(n1)C(c1ccccc1Cl)Nc1ccccc1-2 (configuration not stated) was read as TbREL1 primary 0.4.
For Cc1cccc(OCc2nnc(NC(=O)Cc3cccs3)s2)c1 the results were TbREL1 primary -0.5.
For Cc1ccc(OCCn2c(Br)nc3c2c(=O)n(C)c(=O)n3C)cc1 the results were TbREL1 primary -1.6.
`CCOc1ccc(C2CC(c3cccc(C)c3)n3ncnc3N2)cc1` (configuration not stated) gave TbREL1 primary 3.3.
`C=CCOc1ccc(CN(C)CC(=O)Nc2ccc3c(c2)CCC3)cc1` gave TbREL1 primary 1.1.
Screening CCN(C(=O)COC(=O)c1nc(Cl)ccc1Cl)C1CCS(=O)(=O)C1 (configuration not stated) returned TbREL1 primary -0.3.
Screening Nc1scc2c(C(=O)N/N=C/c3ccc(Cl)cc3)nn(-c3ccccc3)c(=O)c12 returned TbREL1 primary 4.1.
CS(=O)(=O)N(CC(=O)NC1CC2CCC1C2)c1cccc(C(F)(F)F)c1 (configuration not stated) was read as TbREL1 primary -2.4.
CCOc1ccc(NC(=O)CCC(=O)O)cc1 was read as TbREL1 primary 1.3.
`CCCCn1c(N)c(N(CC)C(=O)c2ccccc2F)c(=O)[nH]c1=O` gave TbREL1 primary -0.5.
For CCCc1[nH]nc2c1C(CCC)C(C#N)=C(N)O2 (configuration not stated) the results were TbREL1 primary 5.9.
For CCCCN(C(=O)c1ccc2c(c1)S(=O)(=O)N=C1CCCCCN12)c1c(N)n(CC(C)C)c(=O)[nH]c1=O the results were TbREL1 primary 0.4.
`COC(=O)CCC(=O)COc1ccc(OC)cc1C#N` gave TbREL1 primary -1.9.
CC(C)CCNC(=O)Cn1c(=O)oc2cc(S(=O)(=O)N3CC(C)CC(C)C3)ccc21 (configuration not stated) was read as TbREL1 primary 3.0.
`Cc1noc(C)c1CCC(=O)Nc1c(C(C)C)cccc1C(C)C` gave TbREL1 primary -2.4.
O=S(=O)(NCCN1CCCC1)c1cccc2cccnc12 was read as TbREL1 primary 1.7.
Nc1nc(SCc2ccccc2)ns1 was read as TbREL1 primary 2.4.
For CCCc1cc(C(=O)N2CCCC(N3CCN(c4ccccc4F)CC3)C2)n(C)n1 (configuration not stated) the results were TbREL1 primary -5.1.
C=CC[C@H](CC(=O)N(CCO)Cc1ccccc1)C(=O)N[C@@H](C)COC(=O)[C@@H](CC=C)Cc1ccc(F)cc1 was read as TbREL1 primary -0.9.
`Cc1cc(Oc2ccc(=O)n(C)n2)nc(SCCOc2ccccc2)n1` gave TbREL1 primary 0.2.
Screening CCOc1ccc(Cn2c(O)cc(=O)[nH]c2=O)cc1 returned TbREL1 primary -3.7.
`C=CCOC(=O)C1=C(C)NC(SCC(=O)N(CC)CC)=C(C#N)C1c1ccccc1` (configuration not stated) gave TbREL1 primary 3.1.
Screening Cc1cc(N)ccc1NC(=O)c1ccccc1 returned TbREL1 primary -4.4.
Screening O=C(CCCCCn1c(=S)[nH]c2cc3c(cc2c1=O)OCO3)N1CCN(C2CCCCC2)CC1 returned TbREL1 primary -5.0.
`CCOc1ccccc1NC(=O)NNC(=O)CCc1ccc(OC)cc1` gave TbREL1 primary 3.6.
Screening Cc1ccc(S(=O)(=O)NCc2ccccc2)cc1C(=O)N1CCCCC1 returned TbREL1 primary 2.7.
For COc1ccccc1/C=C/C=N\N1CCN(Cc2ccccc2Cl)CC1 the results were TbREL1 primary -1.6.
For NS(=O)(=O)c1ccc(CCNC(c2ccccc2)c2ccccc2)cc1 the results were TbREL1 primary 2.0.
`COc1ccccc1NC(=O)CN1C(=O)COc2ccc(S(=O)(=O)N3CCC(C)CC3)cc21` gave TbREL1 primary 1.5.
O=C(OCc1nnc(-c2ccccc2Br)o1)c1ccco1 was read as TbREL1 primary 1.4.
`COc1ccccc1C(CNC(=O)c1ccc(NS(=O)(=O)c2ccc(F)c(C)c2)cc1)N1CCCC1` (configuration not stated) gave TbREL1 primary -0.6.
For Cc1cccc(NC(=O)CSc2nnc(-c3cccnc3)n2Cc2ccco2)c1C the results were TbREL1 primary -3.4.
Screening CCC(C)N(CC(=O)NCc1ccc(OC)cc1)C(=O)c1csnn1 (configuration not stated) returned TbREL1 primary 6.2.
Screening O=C(Cn1cc([N+](=O)[O-])cn1)NCCc1c[nH]c2ccccc12 returned TbREL1 primary 1.5.
Nc1ccc(C(=O)OCc2ccncc2)cc1[N+](=O)[O-] was read as TbREL1 primary 2.5.
OCC[C@H]1C[C@@H](O)[C@H](O)[C@@]2(Cc3ccccc3CCO2)O1 was read as TbREL1 primary 2.1.
Screening Cc1ccc(NC(=O)Cc2ccc(Cl)cc2)cc1S(=O)(=O)N1CCCCCC1 returned TbREL1 primary -2.4.
`Cc1cccc(OCC(=O)N2CCN(C(=O)c3cccs3)CC2)c1` gave TbREL1 primary -5.3.
`C[C@@H](N)C(=O)N[C@H]1CCC2C3CC=C4C[C@@H](O)CC[C@]4(C)C3CC[C@@]21C` (some centres not stated) gave TbREL1 primary 3.8.
O=C1CC(C(=O)Nc2ccc(Cl)cc2)S/C(=N\N=C\c2ccco2)N1 (configuration not stated) was read as TbREL1 primary -3.6.
C(#Cc1ccc(C#CCN2CCOCC2)cc1)CN1CCOCC1 was read as TbREL1 primary -1.1.
CCOC(=O)CCCNS(=O)(=O)c1c(C)ccc2nsnc12 was read as TbREL1 primary 1.4.
Cc1cc(C)cc(NC(=S)NC2CC3CCCC(C2)N3C2CC2)c1 (configuration not stated) was read as TbREL1 primary -1.8.
`COC(=O)[C@H]1[C@@H](C)N(Cc2ccccc2)C(=O)N[C@H]1c1cccc(C(F)(F)F)c1` gave TbREL1 primary -1.5.
`CC1CCCCC12NC(=O)N(CC(=O)N1CCN(S(=O)(=O)c3ccc4c(c3)CCC4)CC1)C2=O` (configuration not stated) gave TbREL1 primary 0.8.
CCN(CC)S(=O)(=O)c1ccc(N2CCOCC2)c(NC(=O)COc2ccc(Cl)cc2)c1 was read as TbREL1 primary 1.9.
`O=C(c1ccc([N+](=O)[O-])cc1)N(C1=NCCCCS1)c1ccccc1` gave TbREL1 primary 0.4.
`Cc1cccn2c(=O)c3cc(C(=O)N4CCCCC4)sc3nc12` gave TbREL1 primary 0.2.
CNC(=S)Nc1cc(C)ccc1OC(F)F was read as TbREL1 primary -2.5.
`CCN(CC)CC(O)CN1C(=O)NC(C)(C)C1=O` (configuration not stated) gave TbREL1 primary -2.7.
For COc1ccc(S(=O)(=O)N2CCOCC2)cc1C(=O)Nc1cc(C)on1 the results were TbREL1 primary 1.5.
Screening Cc1occc1-c1nnc(SCC(=O)Nc2ccc3c(c2)OCO3)n1CC1CCCO1 (configuration not stated) returned TbREL1 primary -0.1.
O=c1c2ccccc2nc(-c2ccccc2)n1O was read as TbREL1 primary 7.3.
For CSc1ccc(NC(=O)N2CCC(C(=O)c3ccc(F)cc3)CC2)cc1 the results were TbREL1 primary -6.2.
`O=C(Nc1cc(C(F)(F)F)ccc1N1CCOCC1)c1ccc[n+]([O-])c1` gave TbREL1 primary 4.8.

Gathered by group: the compounds so far containing bromine (2)
For Cc1ccc(OCCn2c(Br)nc3c2c(=O)n(C)c(=O)n3C)cc1 the results were TbREL1 primary -1.6.
O=C(OCc1nnc(-c2ccccc2Br)o1)c1ccco1 was read as TbREL1 primary 1.4.

(next part)
For Cc1cc(NS(=O)(=O)c2ccc(NC(=O)/C=C/c3ccccc3Cl)cc2)no1 the results were TbREL1 primary -1.2.
Cn1c(CCNC(=O)OC(C)(C)C)n[nH]c1=S was read as TbREL1 primary -1.7.
For CS(=O)(=O)c1ccc(NC(=O)c2cc3c(cc2Cl)N2CCCCCC2=NS3(=O)=O)cc1 the results were TbREL1 primary -0.3.
Screening O=C1Nc2ccccc2C(=O)C1(Cl)Cc1ccccc1 (configuration not stated) returned TbREL1 primary 2.3.
`CCCCOc1ccc(S(=O)(=O)Nc2ccc(NC(C)=O)cc2)cc1` gave TbREL1 primary -3.2.
For COc1ccc(CCC(=O)N2CCN(S(=O)(=O)c3cccc(Cl)c3)CC2)cc1 the results were TbREL1 primary -2.8.
Screening O=C(Cc1ccccc1)N1CCC(c2nc(-c3ccc(F)cc3)no2)CC1 returned TbREL1 primary 1.3.
Screening CSc1ncccc1C(=O)OCC(=O)c1ccccc1 returned TbREL1 primary -4.2.
For Cc1ccc(C(=O)OCc2cc(=O)n3c(C)csc3n2)s1 the results were TbREL1 primary 5.2.
For O=[N+]([O-])c1cc(C(F)(F)F)cc([N+](=O)[O-])c1N1CCCNCC1 the results were TbREL1 primary 3.0.
Cc1ccc(S(=O)(=O)NCC(=O)N(c2ccccc2)C(C(=O)NCc2ccccc2)c2ccco2)cc1 (configuration not stated) was read as TbREL1 primary -1.3.
`Cc1cc(C(=O)Cn2nc(C(=O)O)c3ccccc3c2=O)c(C)n1-c1cccc(C(F)(F)F)c1` gave TbREL1 primary 1.7.
For COc1ccc(C)cc1S(=O)(=O)N1CCC(C)CC1 the results were TbREL1 primary 0.9.
`CCOC(=O)N1CCN(C(=O)c2c(-c3ccccc3)noc2C)CC1` gave TbREL1 primary -1.1.
Screening CC(C)(C#N)NC(=O)c1ccco1 returned TbREL1 primary -0.2.

By substructure, those above containing an aryl thioether with sulfur outside any ring (9)
Screening CC(CNS(=O)(=O)c1ccccc1)Sc1ncccn1 (configuration not stated) returned TbREL1 primary -4.0.
`Cc1nc(SCc2ccc(C(=O)O)cc2)nc2c1CCCC2` gave TbREL1 primary -2.0.
COc1ccc(NC(=O)CSc2nnc(-c3cccc(O)c3)o2)cc1 was read as TbREL1 primary 3.6.
Nc1nc(SCc2ccccc2)ns1 was read as TbREL1 primary 2.4.
`Cc1cc(Oc2ccc(=O)n(C)n2)nc(SCCOc2ccccc2)n1` gave TbREL1 primary 0.2.
For Cc1cccc(NC(=O)CSc2nnc(-c3cccnc3)n2Cc2ccco2)c1C the results were TbREL1 primary -3.4.
Screening Cc1occc1-c1nnc(SCC(=O)Nc2ccc3c(c2)OCO3)n1CC1CCCO1 (configuration not stated) returned TbREL1 primary -0.1.
For CSc1ccc(NC(=O)N2CCC(C(=O)c3ccc(F)cc3)CC2)cc1 the results were TbREL1 primary -6.2.
Screening CSc1ncccc1C(=O)OCC(=O)c1ccccc1 returned TbREL1 primary -4.2.

Later entries:
`CCCN1C2=NS(=O)(=O)CCN2c2ccccc21` gave TbREL1 primary -0.9.
Screening O=C(O)c1ccc(/C=N/Nc2nc(N3CCCCC3)nc(N3CCCCC3)n2)cc1 returned TbREL1 primary -0.5.
Screening O=C(Nc1ccc(F)cc1)OCc1cn(Cc2cccc(C(F)(F)F)c2)nn1 returned TbREL1 primary -3.1.
Screening Cc1ccc(C(=O)Nc2cccc(S(=O)(=O)N(C)c3ccccc3)c2)o1 returned TbREL1 primary 0.4.
COc1cccc(-c2nn(-c3ccccc3)cc2CN(C)C(C)c2ccon2)c1 (configuration not stated) was read as TbREL1 primary -0.3.
Screening O=C(CCN1CCOCC1)Nc1ccc2c(c1)CCC2 returned TbREL1 primary -2.2.
Screening NS(=O)(=O)c1ccc(CCNC(=O)CSc2nc3ccccc3c(=O)n2CCC(=O)N2CCCCC2)cc1 returned TbREL1 primary 4.2.
`O=c1c(/C=C(\O)c2ccccc2)nc2ccccc2n1-c1ccccc1` gave TbREL1 primary 4.6.
`O=C(CNC(=O)c1cccs1)N/N=C/c1ccco1` gave TbREL1 primary 6.7.
Screening CC(C)(C)CN1C(=O)C(=O)NC[C@@H]1Cc1ccc(O)cc1 returned TbREL1 primary 1.0.
Screening CCOC(=O)N1CCN(C(=O)Cn2ncc3ccccc32)CC1 returned TbREL1 primary -1.3.
Screening O=C(NCc1ccc(Cl)cc1)C1=Cc2cc(Cl)ccc2OC1 returned TbREL1 primary 2.2.
`CC(=O)Nc1ccc(C(=O)CSc2nc3ccccc3n2CC(=O)N2CCCC2)cc1` gave TbREL1 primary 6.2.
CN(Cc1ccccc1)c1ccc(C(CC(N)=O)NC(=O)Cc2ccc(Br)cc2)cc1[N+](=O)[O-] (configuration not stated) was read as TbREL1 primary -0.6.

Assay outcomes from PubChem BioAssay.
